# FEN1 inh: qHTS Assay for the Inhibitors of Human Flap endonuclease 1 (FEN1); P39748; Recombinant FEN1 flap cleavage, fluorescence, 15 min; Potency, µM (titrated, usually from 114 µM), without a hit: top-dose activity change, negative = inhibition, most hits filed as inhibitors; 390,000 compounds, 0.35% hits; AID 588795, 2011; note: nearly all actives have a fitted effect of over 65% in size
# Target sequence (P39748 whole entry, looked up): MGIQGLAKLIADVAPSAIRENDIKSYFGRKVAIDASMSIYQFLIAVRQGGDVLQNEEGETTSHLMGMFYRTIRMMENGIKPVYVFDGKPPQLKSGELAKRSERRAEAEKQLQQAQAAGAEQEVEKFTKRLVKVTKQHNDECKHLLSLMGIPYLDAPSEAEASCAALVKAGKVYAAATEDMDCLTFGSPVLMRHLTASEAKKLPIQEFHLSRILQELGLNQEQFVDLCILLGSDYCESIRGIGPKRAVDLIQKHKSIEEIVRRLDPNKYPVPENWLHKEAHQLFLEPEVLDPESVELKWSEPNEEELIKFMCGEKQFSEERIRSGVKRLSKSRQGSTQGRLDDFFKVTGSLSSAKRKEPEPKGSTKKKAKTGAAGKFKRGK
#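 With each library titrated from low to high concentration, compounds met 10 nM FEN1 for 15 min at room temperature before 50 nM substrate was added; readings at 0 and 15 min fed four-parameter Hill curve fits.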
# DT40 TDP1 CPT: qHTS for Inhibitors of human tyrosyl-DNA phosphodiesterase 1 (TDP1): qHTS in cells in presence of CPT; chicken DT40 Tdp1-/-;hTDP1 cells + 20 nM CPT, ATP luminescence, 48 h; Potency, µM (titrated, usually from 46.2 µM), inactives show at the top dose activity change, negative = growth inhibition, hits mostly inhibitors; 420,000 compounds, 12% hits; AID 686979, 2013; note: nearly all actives have a fitted effect of over 55% in size
#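 Cell growth measured by CellTiter-Glo luminescence after a minimum 48 h, 37 C compound exposure with 20 nM CPT in Tdp1-knockout DT40 cells stably expressing hTDP1, seeded 400/well; qHTS titration format.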
# N370S GC mod: qHTS Assay for Inhibitors and Activators of N370S glucocerebrosidase as a Potential Chaperone Treatment of Gaucher Disease; Lysosomal acid glucosylceramidase (Homo sapiens), P04062; N370S GC spleen homogenate, 4MU-glucoside fluorescence; Potency, µM (titrated, usually from 59.4 µM), for the others: at the top dose activity change, negative = inhibition, usual class: inhibitors; 330,000 compounds, 0.092% hits;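 note: 0% = full enzyme activity and -100% = no enzyme basal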
# * = called active by the depositor; ? = inconclusive; nt = no result given; & = joins results of further samples. Calls come from the whole dose curve; as a rule, active = well fitted curve in the direction sought with a large enough effect; inconclusive = small, poorly fitted or top-dose-only effect, or another doubt; inactive = no such curve, though single readings can be large; an effect the other way counts as inactive or inconclusive. Unless noted, % is set by controls: 0 for no effect and ±100 for the full control effect; potency is the fitted concentration of half-maximal effect.
# Second line of a record – FEN1 inh | DT40 TDP1 CPT | N370S GC mod
Cc1ccc(C(=O)OCC(=O)Nc2ccc3c(c2)OCO3)cc1S(=O)(=O)N1CCOCC1
  -16% | 9% | 9%
CCOc1cc(C2C(C(=O)OC)=CN(Cc3ccc(Cl)cc3)C=C2C(=O)OC)ccc1O
  -7% | ? | -5%
CCCCC(=O)Nc1cccn2ncnc12
  -1% | 11% | 1%
CC1(NC(=O)Cc2c(F)cccc2Cl)CCS(=O)(=O)C1 (stereo unspecified)
  -7% | 6% | nt
COc1ccc(OC)c(NS(=O)(=O)c2cccc3cccnc23)c1
  -10% | -5% | 2%
O=C(c1cnn2c(C(F)F)cc(-c3ccccc3)nc12)N1CCCCC1c1cccnc1 (stereo unspecified)
  -20% | 15µM* | 11%
Cc1ccc(Nc2nc(=O)c3cccnc3s2)c(Br)c1
  -5% | 1% | 2%
CC1(C)C(=O)N(CC(=O)Nc2ccc(Cl)cc2)c2ccccc21
  1% | -5% | nt
COc1cc2ccccc2cc1C(=O)Nc1ccc2oc(=O)ccc2c1
  15% | 8% | -4%
O=C1NC(C(=O)O)=CC(c2cccc(Cl)c2Cl)N1 (stereo unspecified)
  -7% | 2% | 0%
COc1cc(NC(=O)C2C3CCC(O3)C2C(=O)O)cc(OC)c1 (stereo unspecified)
  -1% | 2% | -17%
COc1ccc(N(CC(=O)N/N=C/c2ccc(OC)c(OC)c2)S(=O)(=O)c2ccccc2)cc1
  -21% | -12% | -11%
CCOC(=O)c1ccc(-c2c(-c3ccc4c(c3)OCO4)noc2C)cc1F
  -20%&1% | 16µM* | 0%
CC1CC(=O)c2cnc(NCc3ccco3)nc2C1 (stereo unspecified)
  -4% | -9% | 7%
NC(=O)CSc1nnc(Cc2ccc3c(c2)OCO3)o1
  1% | -19% | -12%
Cc1cccc(OCCCC(=O)Nc2ccc(S(N)(=O)=O)cc2)c1C
  3% | -13% | 2%
CN(C(=O)CSc1nnc(-c2cccnc2)n1-c1ccccc1F)C1CCS(=O)(=O)C1 (stereo unspecified)
  -1% | 0% | 15%
CCC(=O)N1c2ccccc2CC1C(=O)NCc1cccc(OC)c1OC (stereo unspecified)
  21% | ? | nt
O=C(CCS(=O)(=O)c1cc(Br)cc2c1N(C(=O)C1CC1)CC2)N1CCN(c2ccccc2)CC1
  20% | -9% | nt
Clc1ccccc1-c1nnc(COc2ccccc2)o1
  2% | -10% | nt
C=C1C[C@H](O)[C@@H]2[C@H](OC(=O)[C@H]2C)[C@H]2[C@H](C)[C@@H](O)C[C@@H]12
  -1% | -1% | nt
O=C(NCCC1=CCCCC1)C1CCC(CNS(=O)(=O)c2ccccc2)CC1 (stereo unspecified)
  -2% | -29% | -1%
Cc1ccc(NC(=O)c2sccc2SCc2cccc(C(F)(F)F)c2)cc1
  -17% | 18µM* | 17%
CC(=O)n1nc(-c2cccc(C)c2)nc1SCC(=O)Nc1ccccc1
  -9% | ? | ?
COc1ccccc1NC(=O)CCC(=O)O
  -1% | -2% | 4%
COC(=O)CC(NS(=O)(=O)c1cccs1)c1cccc2ccccc12 (stereo unspecified)
  1% | -2% | -3%
CCNC(=O)c1c(NC(=O)Cc2coc3cc(C)ccc23)sc2c1CCCC2
  6% | 12µM* | nt
COc1ccc(COC(=O)Nc2cn(C)nc2C(F)(F)F)cc1
  1% | -6% | -15%
CS(=O)(=O)N1CCC(C(=O)N2CCc3ccccc3C2)CC1
  -10% | -3% | -20%
O=C1CN(C(=O)COC(=O)c2ccccc2Br)c2ccccc2N1
  5% | -18% | nt

# Only N370S GC mod, for 2 of the compounds above:
Molecule | N370S GC mod
CCOc1cc(C2C(C(=O)OC)=CN(Cc3ccc(Cl)cc3)C=C2C(=O)OC)ccc1O | -5%
CCCCC(=O)Nc1cccn2ncnc12 | 1%

# (cont.)
# Second line of a record – FEN1 inh | DT40 TDP1 CPT | N370S GC mod
O=C(CN1CCCSc2ccccc21)N1CCN(S(=O)(=O)c2cccc(F)c2)CC1
  -10% | 16µM* | nt
O=C(COC(=O)Cc1ccsc1)Nc1ccc(Cl)cc1F
  -1% | -2% | nt
COc1ccc(-n2c(COc3cccc(C)c3)nnc2SCC(=O)NCc2ccco2)cc1
  -10% | ? | -15%
C[C@H](CO)N1C[C@H](C)[C@@H](CN(C)C(=O)NC2CCCCC2)Oc2c(NC(=O)C3CCCCC3)cccc2C1=O
  10% | -19% | nt
CCOC(=O)c1ccc(NC(=O)Cn2c(=O)n(-c3ccc(C)cc3)c(=O)c3c2cnn3C)cc1
  4% | -19% | nt
COc1ccc(NC(=O)c2cccnc2SC)cc1S(=O)(=O)N1CCCCC1
  7% | -21% | -4%
CCN(C[C@H]1N[C@@](CC)(C(=O)OC)[C@H]2C(=O)N(C)C(=O)[C@@H]12)C(=O)Nc1ccc(F)cc1
  -11% | 1% | nt
CCC1(C)Cc2ccccc2-c2nc(NN)[nH]c(=O)c21 (stereo unspecified)
  -2% | -1% | 18%
CC1(C)CC(=O)N(Cc2ccccc2)C(=O)C1
  -8% | ? | 9%
O=C(Cn1[nH]c(=O)c2ccccc2c1=O)Nc1ccc(-c2nnc3n2CCCCC3)cc1
  -4% | -24% | -12%
C#CCOCCOCCOCCNc1nc(N2CCN(C(=O)Cn3cc(CCO)nn3)CC2)nc(N2CCN(C(=O)[C@H](C)n3cc(CCCN=C(N)N)nn3)CC2)n1
  -7% | 0% | nt
Cc1ccc(N2NC(=O)/C(=C/c3ccc(-c4ccc(Cl)c(C(=O)O)c4)o3)C2=O)cc1
  2% | -8% | 8%
O=c1c(O)c(-c2ccccc2)oc2cccc(O)c12
  nt | ? | 13%
Cc1ccc(-c2cc(C(F)F)n3ncc(C(=O)N4CCCCC4c4cccnc4)c3n2)cc1 (stereo unspecified)
  9% | ? | 5%
C[C@@H]1NC(=O)[C@H](CC(N)=O)NC(=O)c2cc([N+](=O)[O-])cc(I)c2OCC[C@@H](C(=O)NC(CC(=O)O)C(N)=O)NC1=O (stereo partly specified)
  -17% | 17% | 5%
Cc1cc2[nH]c(=O)c(=O)[nH]c2cc1S(=O)(=O)NCc1ccc(Cl)cc1
  16% | -3% | ?
COC(=O)[C@@H](NC(=O)NC(C)CCc1ccccc1)C(C)C (stereo partly specified)
  -2% | 5% | 6%
CCN(CC(=O)N1CCN(C)CC1)S(=O)(=O)c1ccc(Cl)cc1
  2% | 3% | -2%
O=C(NNc1ccccc1)c1sc2ccccc2c1Cl
  -20% | ? | nt
CCc1nnc(NC(=O)c2cc([N+](=O)[O-])ccc2N2CCOCC2)s1
  3% | 21% | -6%
Cc1cc(C)cc(N(C(=O)c2ccccn2)C(C(=O)NC2CCCCC2)c2cccs2)c1 (stereo unspecified)
  -18% | ? | -12%
CCOc1ccc(N2C(=O)CC(N)C2=O)cc1 (stereo unspecified)
  -2% | 1.8µM* | -2%
COc1ccccc1C(=O)NC(=O)COC(=O)CN1C(=O)NC(C)(C)C1=O
  -6% | -17% | 2%
CCc1nc2ccccc2n1CCCCOc1ccccc1C
  ? | ? | nt
Cc1ccc(NC(=O)COc2ccc(C(=O)c3ccccc3)cc2)c(O)c1
  -6% | ? | -2%
O=c1c2[nH]c3ccccc3c2ncn1CCN1CCOCC1
  -1% | -5% | -2%
COc1ccc(OC)c(NC(=O)CSc2nnc(CNC(=O)c3cccs3)o2)c1
  17% | -11% | -3%
O=C(C[C@H]1C[C@H](C(=O)N2CCCCC2)[C@@]2(CCc3ccccc3)c3[nH]c4ccc(Cl)cc4c3CCN2C1=O)NCc1cccc(C(F)(F)F)c1
  7% | 13µM* | nt
CCCN=C(N)/C(C(=O)OCC)=C(\O)c1ccc(OC)cc1
  -19% | -10% | 18%
CC(C)CNC(=S)N1CCN(c2nc3ccccc3s2)CC1
  -9% | ? | 7%
COc1cccc(C(=O)NC2CC3CCCC(C2)N3CC(=O)Nc2ccccc2)c1 (stereo unspecified)
  -12% | -26% | -4%
Cc1nc2ccc(NC(=O)c3ccco3)cc2nc1C
  -10% | -5% | 1%
COc1cc(NC(=O)c2ccccc2)c(OC)cc1NC(=O)Cc1ccc(C)cc1
  6% | -7% | -12%
COc1ccc(C(=O)COC(=O)c2ccccn2)c(OC)c1
  13% | -8% | nt
COc1ccc2c(c1)NC(C)(C)C=C2C
  -8% | ? | -16%
C=CCn1c(SCc2cccc3ccccc23)nnc1-c1cccnc1
  12% | -28% | 6%
N#C/C=C/N1CCC(Cc2ccccc2)CC1
  15% | 4% | -14%
C=CC(C1=CC(=O)C=CC1=O)c1ccccc1 (stereo unspecified)
  nt | ? | 0%
Clc1ccc(CN2CCN(c3ncccn3)CC2)cc1
  13% | -26% | -9%
O=C1C2CCCN2C(=O)N1CCCN1CCN(c2ccc([N+](=O)[O-])cc2)CC1 (stereo unspecified)
  13% | -21% | -1%
COc1ccc(OC)c(C2=NOC(C(=O)NCc3ccccn3)C2)c1 (stereo unspecified)
  -5% | 4% | -5%
O=C(CSc1nnc2ccccn12)NCc1cccs1
  4% | -3% | 19%
CCCc1cc(C(=O)NNC(=S)NC2CCCCC2)cs1
  16% | ? | -5%
CCOC(=O)c1c(NC(=O)COC)sc(C)c1C
  0% | 1% | 15%
COc1cc(/C=N/NC(=O)c2ccoc2C)ccc1O
  2% | 14% | -12%
O=C(c1ccc([N+](=O)[O-])cc1)N1CCN(c2cccc3[nH]ccc23)CC1
  -14% | -24% | 0%
NC(=O)C1CCN(c2oc(/C=C/c3ccc(F)cc3)nc2S(=O)(=O)c2ccccc2)CC1
  14% | -11% | -7%
COc1ccc(Cc2nnc(N/N=C(\C)c3ccccc3)[nH]c2=O)cc1OC
  4% | -11% | -10%
Cc1ccccc1NC(=O)C(=O)NCC1CCCN1S(=O)(=O)c1cccs1 (stereo unspecified)
  5% | -29% | -4%
COc1ccc(-c2csc(NCCc3nc4cc(C(=O)NCCCO)ccc4n3Cc3ccc(C)cc3)n2)cc1
  -13% | ? | nt
CCOc1ccc(N=C(NC#N)SC)cc1
  -16% | 13% | 2%
CC(=O)Nc1ccc(S(=O)(=O)Nc2nccc(/C=C/c3ccccc3F)n2)cc1
  -11% | 16% | 5%
Cc1ccc(S(=O)(=O)N2CCOCC2)cc1NC(=O)COC(=O)c1ccc2c(c1)OCO2
  -2% | -21% | -1%
CC12CN3CC(C)(CN(C1)C3c1ccc(Cl)cc1Cl)C2=O (stereo unspecified)
  -5% | 13% | -13%
COCCn1c(=O)c(CCc2ccccc2)nc2cncnc21
  nt | 4% | 6%
CCOC(=O)C1CCCN(C2=NC(=O)/C(=C/c3ccc(O)c(OCC)c3)S2)C1 (stereo unspecified)
  -18% | ? | -9%
O=C(CCNS(=O)(=O)c1ccc(Br)s1)NCc1ccc(F)cc1
  -2% | -21% | -13%
O=C(N/N=C/c1ccncc1)c1cccs1
  -1% | -12% | -6%
O=C(/C=C/c1c(Cl)cccc1Cl)NCc1ccco1
  -8% | ? | 0%
Cc1cccc(CC(=O)Nc2c(C(=O)Nc3cccc(F)c3)oc3ccccc23)c1
  3% | ? | nt

# Filtered by structure: those above containing a Cl atom.
# Second line of a record – FEN1 inh | DT40 TDP1 CPT | N370S GC mod
CCOc1cc(C2C(C(=O)OC)=CN(Cc3ccc(Cl)cc3)C=C2C(=O)OC)ccc1O
  -7% | ? | -5%
CC1(NC(=O)Cc2c(F)cccc2Cl)CCS(=O)(=O)C1 (stereo unspecified)
  -7% | 6% | nt
CC1(C)C(=O)N(CC(=O)Nc2ccc(Cl)cc2)c2ccccc21
  1% | -5% | nt
O=C1NC(C(=O)O)=CC(c2cccc(Cl)c2Cl)N1 (stereo unspecified)
  -7% | 2% | 0%
Clc1ccccc1-c1nnc(COc2ccccc2)o1
  2% | -10% | nt
O=C(COC(=O)Cc1ccsc1)Nc1ccc(Cl)cc1F
  -1% | -2% | nt
Cc1ccc(N2NC(=O)/C(=C/c3ccc(-c4ccc(Cl)c(C(=O)O)c4)o3)C2=O)cc1
  2% | -8% | 8%
Cc1cc2[nH]c(=O)c(=O)[nH]c2cc1S(=O)(=O)NCc1ccc(Cl)cc1
  16% | -3% | ?
CCN(CC(=O)N1CCN(C)CC1)S(=O)(=O)c1ccc(Cl)cc1
  2% | 3% | -2%
O=C(NNc1ccccc1)c1sc2ccccc2c1Cl
  -20% | ? | nt
O=C(C[C@H]1C[C@H](C(=O)N2CCCCC2)[C@@]2(CCc3ccccc3)c3[nH]c4ccc(Cl)cc4c3CCN2C1=O)NCc1cccc(C(F)(F)F)c1
  7% | 13µM* | nt
Clc1ccc(CN2CCN(c3ncccn3)CC2)cc1
  13% | -26% | -9%
CC12CN3CC(C)(CN(C1)C3c1ccc(Cl)cc1Cl)C2=O (stereo unspecified)
  -5% | 13% | -13%
O=C(/C=C/c1c(Cl)cccc1Cl)NCc1ccco1
  -8% | ? | 0%

# From PubChem BioAssay

# A portion of the library. The share of hits here may be higher or lower than overall.
